ZTA counter: counter-screen for EBNA-1 inhibitors: inhibitors of Epstein-Barr virus ZTA; AID 2234; hit rate 0.15% among 320,000; inhibition, % at 11 µM; ZTA-DNA binding, fluorescence polarization; P03206; in the data active = inhibition above about 33%
CTSL1 counter: Fasciola hepatica cathepsin L1 inhibitors, primary screen, counter-screen for PFM18AAP inhibitor project, biochemical, QFRET, fluorogenic peptide substrate; recombinant F. hepatica cathepsin L1, Z-Leu-Arg-MCA fluorescence; inhibition, % at 5.96 µM; hit rate 0.49% among 300,000; AID 1906, 2009;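 active = inhibition above the mean of all tested compounds plus 3 SD, set per screening campaign, cut at about 17% in these data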;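 note: 0% = plate median of test compound wells and 100% = 1 µM Z-Phe-Ala-diazomethylketone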
Efflux pump inh: inhibitors of Candida efflux pumps in yeast, primary screen, S. cerevisiae, Nile Red, multiplex | S. cerevisiae Candida pump triplex | inhibition, % at 10 µM | hit rate 0.44% among 330,000;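 active = plate passing quality check with inhibition over a set limit, or well fluorescence over plate mean plus 4 SD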;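 note: Nile Red retained in pooled yeast measured as flow cytometry median fluorescence; 0% = buffer negative control and 100% = Enniatin B positive control; higher means more Nile Red kept so more efflux inhibition; some compounds called inactive have numbers as strong as hits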
TPT1 inh: Candida albicans TPT1 enzyme inhibitors, primary screen, biochemical, fluorescence polarization | tRNA 2'-phosphotransferase TPT1 (Candida albicans SC5314) | recombinant caTPT1, FP RNA substrate dephosphorylation | inhibition, % at 5 µM | hit rate 0.81% among 300,000;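 active = inhibition above the mean of all tested compounds plus 3 SD, set per screening campaign, cut at about 24% in these data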;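 note: plate controls were DMSO alone for no effect and ferristatin control at 100 nM for full effect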
PP5 inh: PP5 phosphatase inhibitors, primary screen, biochemical, fluorescence; Serine/threonine-protein phosphatase 5 (Homo sapiens), P53041; inhibition, % at 6.7 µM; purified PP5c, OMFP substrate fluorescence; hit rate 0.18% among 320,000;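 active = inhibition above the campaign's mean inhibition across all tested compounds plus 3 SD, cut at about 9.5% in these data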;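 note: 0% = DMSO only and 100% = 100 µM cantharidin control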
PP1 inh: PP1-alpha phosphatase inhibitors, primary screen, counter-screen for PP5 inhibitor project, biochemical, fluorescence, OMFP substrate, single point. Serine/threonine-protein phosphatase PP1-alpha catalytic subunit (Homo sapiens), P62136. purified PP1alpha. inhibition, % at 6.7 µM. hit rate 0.9% among 320,000;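 active = inhibition above the mean inhibition of all tested compounds plus 3 SD, computed separately for each screening campaign, cut at about 15% in these data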
Target sequence (P62136 whole entry, looked up): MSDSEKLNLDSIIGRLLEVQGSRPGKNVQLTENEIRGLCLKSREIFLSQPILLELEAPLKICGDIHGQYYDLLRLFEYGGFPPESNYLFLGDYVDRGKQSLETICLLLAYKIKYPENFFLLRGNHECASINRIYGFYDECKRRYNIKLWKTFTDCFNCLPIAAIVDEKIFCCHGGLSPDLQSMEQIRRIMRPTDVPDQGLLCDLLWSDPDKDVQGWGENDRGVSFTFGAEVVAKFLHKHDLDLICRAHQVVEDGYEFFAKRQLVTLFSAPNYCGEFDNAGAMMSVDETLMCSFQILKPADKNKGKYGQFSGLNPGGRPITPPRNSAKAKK
core dimer inh: inhibitors of HCV core protein dimerization, primary screen, biochemical, TR-FRET, high-throughput; AID 1899, 2009; inhibition, % at 5 µM; hit rate 0.33% among 300,000; TR-FRET GST/Flag-core106 dimerization, 1536-well;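 active = inhibition above the mean of all tested compounds plus 3 SD, set per screening campaign, cut at about 45% in these data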
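System: GST/Flag-tagged HCV core106 proteins. Incubation: compound-protein-antibody incubation 4 h at 22.5 °C. Technique: HTRF with 340 nm excitation, 617/671 nm emission. Medium: KF-containing HEPES buffer, pH 7.45, DTT, CHAPS, BSA. Read-out: inhibition (%) from 671 over 617 nm ratio. Also added: Eu(K)-anti-GST 90 ng/mL plus XL665-anti-Flag 1 µg/mL.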
EBNA-1 inhibitor: EBNA-1 DNA-binding inhibitors, primary screen, biochemical, fluorescence polarization. inhibition, % at 14.8 µM. hit rate 0.34% among 300,000; in the data active = inhibition above about 28%
PREPL inhibitor: PREPL enzyme inhibitors, primary screen, biochemical, fluorescence polarization; recombinant PREPL, fluorescence polarization activity-based probe; inhibition, % at 5.96 µM; hit rate 0.68% among 320,000; AID 2751, 2010; in the data active = inhibition above about 43%;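 note: 0% = enzyme with DMSO and 100% = wells lacking enzyme; many of its hits are not listed in these tables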
Target sequence (Q4J6C6 whole entry, looked up): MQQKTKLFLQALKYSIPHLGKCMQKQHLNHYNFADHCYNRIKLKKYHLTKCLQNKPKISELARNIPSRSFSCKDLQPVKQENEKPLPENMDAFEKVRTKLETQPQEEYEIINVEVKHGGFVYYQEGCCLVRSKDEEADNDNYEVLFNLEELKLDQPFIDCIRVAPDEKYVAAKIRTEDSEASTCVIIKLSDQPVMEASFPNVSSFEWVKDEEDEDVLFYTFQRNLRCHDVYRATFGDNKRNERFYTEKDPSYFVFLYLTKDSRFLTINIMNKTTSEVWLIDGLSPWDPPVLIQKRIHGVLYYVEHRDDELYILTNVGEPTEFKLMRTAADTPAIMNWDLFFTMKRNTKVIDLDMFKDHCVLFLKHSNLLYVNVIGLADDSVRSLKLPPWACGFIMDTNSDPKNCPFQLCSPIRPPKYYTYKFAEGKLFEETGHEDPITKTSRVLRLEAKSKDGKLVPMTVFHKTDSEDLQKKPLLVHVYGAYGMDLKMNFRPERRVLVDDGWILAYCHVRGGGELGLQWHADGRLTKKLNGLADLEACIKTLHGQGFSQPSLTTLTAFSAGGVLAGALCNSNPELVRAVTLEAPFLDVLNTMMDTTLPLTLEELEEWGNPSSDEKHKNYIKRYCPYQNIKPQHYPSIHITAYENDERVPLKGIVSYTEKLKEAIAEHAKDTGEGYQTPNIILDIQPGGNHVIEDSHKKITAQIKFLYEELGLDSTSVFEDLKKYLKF
An asterisk follows results filed as active; . = no result given. This is a subset; rates above refer to the full screens.

SMILES	ZTA counter	CTSL1 counter	Efflux pump inh	TPT1 inh	PP5 inh	PP1 inh	core dimer inh	EBNA-1 inhibitor	PREPL inhibitor
O=S(=O)(N1CCOCC1)n1nnc2ccccc21	5	5	0.1	2	-1.4	3	2	1	7
CC(=O)N1CCC(CCCC2CCN(C(C)=O)CC2)CC1	7	-5	0.0	-1	3.9	-1	10	-7	-2
O=[N+]([O-])c1ccc(O)c(/C=N/Nc2ccccn2)c1	11	5	0.3	6	-1.1	15	-19	-1	5
COc1ccc(NC(=O)C2CCCN(S(C)(=O)=O)C2)cc1OC (centres undefined)	-5	2	0.0	1	0.9	2	0	7	-9
CCCN1C(=O)c2cc(C(=O)Nc3ccccc3OC)ccc2C1Nc1ccccc1OC (centres undefined)	10	0	0.1	0	2.7	4	8	6	-3
CCOC(=O)c1[nH]c(C)c(C(=O)OCC)c1C	-19	-3	0.1	-3	1.6	1	-7	2	5
CCNc1cc(N2CCOCC2)nc(SC)n1	3	0	-0.1	0	2.4	-6	1	1	9
Cc1cc(N2CCOCC2)nc2ccc(NC(=S)N3CCN(Cc4ccccc4)CC3)cc12	2	-3	0.2	-2	3.8	-2	1	3	13
Cc1ccc(-c2nc(N/N=C/c3cccc([N+](=O)[O-])c3)c3ccccc3n2)cc1	3	6	0.1	0	-0.6	-3	5	4	8
Cc1c(C(=O)N2CCOCC2)sc(NC(=O)c2ccccc2F)c1C#N	-1	-5	0.0	8	-4.8	-9	-14	-19	14
O=C(N/N=C/c1ccc(Br)cc1)c1ccc(Br)o1	-9	1	0.0	2	3.0	-2	2	6	-1
COc1ccc(CNCCC(c2ccc(F)cc2)c2ccc(OC)cc2)cc1 (centres undefined)	0	3	10*	4	-0.4	4	-9	-8	12
CCSC(C)CC1C/C(=N/O)c2c(CC)noc2C1 (centres undefined)	1	-8	0.0	2	1.5	-1	2	4	5
Cc1cccc(Nc2ncnc3nc[nH]c23)c1C	-17	-7	0.3	-7	2.5	3	-3	0	15
Cc1ccc(C(=O)NCCn2cc(SCC(=O)Nc3nnc(C)s3)c3ccccc32)cc1	8	1	0.0	-4	4.5	6	12	3	6
Nn1c(SCC(=O)NC2CCCCC2)nnc1-c1ccco1	4	.	-0.2	.	-0.3	-3	.	.	-5
COc1ccccc1Nc1ccc([N+](=O)[O-])cc1N	4	4	-0.4	6	1.2	0	-5	0	32
COCCCNC(=S)NNC(=O)c1ccoc1C	-11	-1	0.0	-3	3.7	1	-14	1	1
c1ccc(CC2CCCNC2)cc1 (centres undefined)	-10	-1	0.0	1	2.3	-2	5	-6	-9
Oc1ccc(Br)cc1/C=N/N1CCCCC1	-17	-3	-0.1	-2	3.8	5	-3	1	-2
Cc1cc(C)nc(Sc2c(C)nn(-c3ccccc3)c2C)n1	-13	4	0.0	-7	1.7	-1	1	-3	15
O=S(=O)(c1ccc2c(c1)OCCO2)N1CCC(n2nnc3cc(F)ccc32)CC1	1	-3	0.1	-5	5.4	-1	3	5	-69
CC1CCN(S(=O)(=O)c2ccc3c(c2)oc(=O)n3CC(=O)N2CCc3ccccc3C2)CC1	5	-3	-0.3	-2	0.8	1	12	10	3
COc1ccccc1N1CCN(C(=O)c2cc3c(=O)n4ccccc4nc3s2)CC1	1	.	0.1	.	2.5	4	.	.	-3
CCC1(c2ccccc2)NC(=O)N(CC(=O)N2CCN(S(=O)(=O)c3ccccc3)CC2)C1=O (centres undefined)	-2	-5	0.1	-4	3.3	-1	-6	1	-4
CCOc1ccc(C(=O)Nc2ccc(NC(=O)c3ccco3)c(Cl)c2)cc1Cl	-7	4	0.1	0	1.0	0	12	-8	20
COc1ccc(/C=C/C(=O)OCC(=O)NC2CCS(=O)(=O)C2)cc1 (centres undefined)	10	.	0.0	.	-1.7	-5	.	.	10
Cc1ccc(Cl)cc1NC(=O)NCc1ccccn1	-9	0	0.0	-2	1.3	-2	5	17	1
COc1ccc(/C=C/C(=O)OCC(=O)c2ccc3c(c2)NC(=O)CO3)c(OC)c1	-11	-5	0.2	1	1.4	-6	4	0	-8
CCn1c(/N=C/c2ccccc2NS(=O)(=O)c2ccc(C)cc2)nc2ccccc21	4	-3	-0.2	0	0.3	4	3	2	-4
O=C1C(Nc2ccccc2)=C/C(=N/S(=O)(=O)c2cccs2)c2ccccc21	16	82*	0.1	0	7.2	2	9	7	30
Brc1ccccc1OCCN1CCOCC1	-2	-4	0.0	0	-0.8	1	-2	-7	-8
Cc1ccc(C(=O)COC(=O)COc2ccccc2[N+](=O)[O-])s1	6	.	0.0	.	-2.0	-5	.	.	-4
COc1ccccc1C1=NOC(Cn2c(=O)c3c(ncn3C)n(C)c2=O)C1 (centres undefined)	-11	-2	-0.1	-4	3.1	-1	-2	-3	14
O=C(Nc1ccccc1-c1ccccc1)NC1CCN(CC(=O)N2CCOCC2)CC1	10	4	-0.3	4	3.1	-3	-4	3	-11
Cc1ccc(C)c(S(=O)(=O)N2CCN(C(=O)c3ccncc3)CC2)c1	-1	4	0.0	2	-3.3	-8	-1	-6	3
O=C(O)CCCC(=O)NNc1nc(-c2ccccc2)c2cc(Cl)ccc2n1	-14	3	0.0	0	1.2	3	-3	-9	-6
c1csc(CN2CCN(Cc3cccs3)C2c2cccs2)c1	-3	17*	-0.1	-4	0.1	-6	0	-4	3
CN(C)S(=O)(=O)c1cccc2nsnc12	-1	-2	0.0	5	-0.9	0	4	-7	12
CCCN1CCC(=O)N([C@H](COc2ccccc2)Cc2ccccc2)CC1	14	0	0.0	-3	-0.6	-5	-2	8	7
CC(C)C[C@@]12C(=O)N(c3cccc(F)c3)C(=O)N1[C@H](c1ccc(Br)cc1)[C@@H]1C(=O)N(C(C)(C)C)C(=O)[C@@H]12	-4	-1	-0.1	-6	0.9	-3	-7	-2	11
COc1ccc(CCNC(=O)CCC(=O)Nc2ccccc2[N+](=O)[O-])cc1OC	-23	5	-0.3	-4	7.3	10	-18	6	6
Cc1nn(C)c(C)c1S(=O)(=O)N(CC(=O)Nc1ccc2c(c1)OCO2)c1ccc(C(C)C)cc1	8	-3	-0.1	-2	0.4	-1	2	1	7
COC(=O)c1ccc2nc(Nc3nc4c(F)cc(F)cc4s3)sc2c1	7	5	-0.1	11	1.4	3	-12	26	5
Cc1ccc(S(=O)(=O)N2CCOCC2)cc1N/N=C(\C#N)c1nc2ccccc2[nH]1	-7	-2	0.2	6	-3.2	3	20	-8	11
CCCNC(=O)c1ccc(C2SCC(=O)N2Cc2ccccc2)cc1 (centres undefined)	-6	-2	-0.2	2	3.7	0	-3	-18	14
O=C(O)CCc1ccc(S(=O)(=O)Nc2ccccc2C(=O)NCCc2ccccc2)cc1	0	-2	0.1	2	1.0	2	2	-6	-4
N#Cc1c(C(F)(F)F)cc(-c2cccs2)nc1SCc1ccc(Cl)nc1	4	3	0.1	-1	0.8	-3	13	6	2
CCOc1ccc(N2C(=O)CC(SCc3nc4ccccc4[nH]3)C2=O)cc1 (centres undefined)	13	2	-0.1	-1	0.9	-3	6	7	24
CC(C)CN1C(=O)c2ccc(C(=O)Nc3ccncc3)cc2C1=O	-10	1	0.0	-1	1.4	2	-3	-1	10

Additional results
SMILES	ZTA counter	CTSL1 counter	Efflux pump inh	TPT1 inh	PP5 inh	PP1 inh	core dimer inh	EBNA-1 inhibitor	PREPL inhibitor
COc1ccc(N2C(=O)CCC(C(=O)N3CCN(c4ccccn4)CC3)C2c2ccc(F)cc2)cc1 (centres undefined)	-2	0	0.1	1	-1.4	-3	1	-5	17
Cc1ccc(C(=O)N/N=C\c2ccc(OC(=O)c3cccc(F)c3)cc2)cn1	-2	3	0.1	1	1.2	-1	10	-2	-1
CS(=O)(=O)N(Cc1ccc(C(=O)N2CCc3ccccc3C2)cc1)c1ccccc1	-30	4	-0.2	-5	4.7	0	4	1	21
CO/N=C/CC(=O)c1cnc(-c2ccccc2)s1	1	2	0.0	0	4.8	-2	6	-4	-7
CC(=O)C1=C(C)NC(SCC(N)=O)=C(C#N)C1c1sccc1C (centres undefined)	-9	0	-0.1	3	2.9	-1	-2	14	-5
CCC1(CC)Cc2ccccc2C(CC(=O)N2CCOCC2)=N1	-7	3	0.0	1	-1.0	-1	-1	-5	-2
COc1cc2c(cc1OC)-c1nnc(C)n1C1(CCCC1)C2	20	0	0.0	0	0.1	-5	13	4	-2
CC1=C(C(=O)OC2CCCCC2)C(c2ccc(F)cc2)NC(=O)N1 (centres undefined)	-9	5	-0.2	3	1.0	0	-3	14	9
O=C(Nc1ccc2oc(-c3ccccc3)nc2c1)c1cc(-n2cnnc2)ccc1Cl	-5	-7	-0.1	2	1.7	-2	7	-12	1
CC(=O)Nc1ccc(N2CCOCC2)c([N+](=O)[O-])c1	8	3	0.0	2	0.7	-2	-3	7	11
Cc1cc(NC(=O)CSc2nc(=O)n3cc(Cl)ccc3n2)no1	-16	1	-0.1	3	-0.1	-2	-4	14	5
COc1ccc(CCNC(=O)CCOc2ccc(C(C)(C)C)cc2)cc1OC	7	2	-0.5	2	3.6	-4	-4	9	0
Cc1ccc(NC(=S)N(CCCN2CCOCC2)Cc2ccco2)cc1C	4	-1	0.2	3	-1.1	-3	-2	-1	3
CCN(Cc1ccc(NC(C)=O)cc1)CC1CCCN(CCc2cccc(OC)c2)C1 (centres undefined)	-4	1	0.1	-1	-0.3	3	-1	3	-6
COc1ccc(-n2c(=S)[nH]c3sc4c(c3c2=O)CCc2ccccc2-4)cc1	-17	2	0.1	-2	-1.8	-2	13	-1	6
Cc1nc2c(sc3nc(N4CCOCC4)c4c(c32)CC(C)(C)OC4)c(-c2ccc(Cl)cc2)c1C(=O)O	-14	2	0.1	17	3.4	7	6	-4	30
CCN(CC)S(=O)(=O)c1ccc2c(c1)nc(SCC(=O)NC1CC1)n2-c1ccccc1OC	7	-1	0.0	-1	1.7	-1	5	6	1
COC(=O)c1c(-c2snnc2C)n[nH]c1C	10	0	-0.1	-6	-0.7	-2	-7	9	4
O=C1NC(=O)C(c2cn(-c3ccccc3)nc2-c2ccc(F)cc2)N1 (centres undefined)	-9	0	-0.2	0	-0.1	-3	-3	6	1
CCOC(=O)/C(C#N)=C/c1cn(CCC(=O)O)nc1-c1ccccc1	0	6	-0.1	-5	-0.4	-2	-5	2	11
O=C(Cn1nc(-c2ccco2)ccc1=O)Nc1cc(Cl)ccc1Cl	-10	-3	0.6	-2	2.3	2	7	-11	1
COc1ccccc1C(=O)COC(=O)CCN=C1NS(=O)(=O)c2ccccc21	1	-1	-0.1	-1	-1.1	-8	0	7	-3
O=c1c2c(nc3nc(NCc4ccccc4Cl)[nH]n13)CCC2	12	-4	0.0	1	-0.4	-2	1	2	-5

Three structures already listed, ordered by molar mass, smallest number first.
SMILES	ZTA counter	CTSL1 counter	Efflux pump inh	TPT1 inh	PP5 inh	PP1 inh	core dimer inh	EBNA-1 inhibitor	PREPL inhibitor
Cc1cc(NC(=O)CSc2nc(=O)n3cc(Cl)ccc3n2)no1	-16	1	-0.1	3	-0.1	-2	-4	14	5
COc1ccccc1C(=O)COC(=O)CCN=C1NS(=O)(=O)c2ccccc21	1	-1	-0.1	-1	-1.1	-8	0	7	-3
CCN(Cc1ccc(NC(C)=O)cc1)CC1CCCN(CCc2cccc(OC)c2)C1 (centres undefined)	-4	1	0.1	-1	-0.3	3	-1	3	-6

From PubChem
